Bioassay records deposited in PubChem BioAssay by several laboratories.
Candida biofilm: kills Candida albicans biofilms. C. albicans biofilm + clotrimazole, Alamar Blue. 0.14% of 85,000 active. AID 834. inhibition, % at 6 µM;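 active means inhibition above 20%; inactive means inhibition below 20%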;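 further: preformed 24 hr biofilms exposed to compound for 48 hr; 0% = biofilm without compound and 100% = blank killed by clotrimazole plus chlorhexidine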
VCAM1 TNFa inh: reduces TNF alpha induced VCAM1 expression in HUVEC. 0.48% of 95,000 active. inhibition, % at 2 µM. HUVEC TNFa-induced VCAM-1 immunofluorescence, high-content imaging;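 active means inhibition above the batch mean plus 3 SD, with images confirmed as a hit by eye, cut at about 37% in these data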;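 further: 0% = TNF-stimulated DMSO wells and 100% = unstimulated control wells; not every result past the cut was called active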
PTPN22 inh 2: inhibitors of human LYP (PTPN22) phosphatase | Q9Y2R2 | recombinant LYP catalytic domain, DiFMUP fluorescence | inhibition, % at 2 µM | 0.21% of 96,000 active | AID 640;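 active means inhibition at 2 µM at or above a set limit, the screen mean plus 3 SD, cut at about 24% in these data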;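 further: 0% = DMSO with enzyme and 100% = enzyme fully blocked by orthovanadate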
MT1-MMP txn act: MT1-MMP promoter transcription activation; HT1080 MT1-MMP promoter luciferase reporter, luminescence, overnight; active compounds read high; activation factor at 10 µM; 0.16% of 86,000 active; AID 750;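 active means activation factor of at least 2 for MT1-MMP transcription at 10 µM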
TNFa cytotox: toxic to HUVEC cells under TNF alpha stimulation; HUVEC TNFalpha-stimulated, Hoechst cell count, imaging; cell count reduction, % at 2 µM; 0.17% of 93,000 active;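 active means cell count reduction exceeding the screen mean by over 5 SD, scaled to untreated wells per plate, cut at about 78% in these data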;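 further: cells counted after 24 h of TNF alpha exposure following the 1 h pretreatment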
F-actin modifier: alters cytoskeleton assembly in HUVEC cells; HUVEC TNFa F-actin phalloidin imaging, high content; inhibition, % at 2 µM; 0.18% of 91,000 active; AID 836;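 active means inhibition above the batch mean plus 3 SD and confirmed as a hit by visual image inspection, cut at about 30% in these data, passing the limit was not always enough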; further: strong numbers were not always called active
hDAT+cocaine: modulates human dopamine transporter uptake under cocaine; LLC-PK1 hDAT cells, [14C]-dopamine uptake with cocaine IC80; actives deviate in either direction; B-score at 10 µM; 1.3% of 110,000 active;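 active means Z score or B-score, a plate-position-corrected score, falls beyond the plate's 99.7% confidence bounds, in either direction; inactive means both scores lie inside the 99.7% bounds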;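 further: scored against the spread of the other compound wells on the same plate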
Target sequence (Q01959 whole entry, looked up): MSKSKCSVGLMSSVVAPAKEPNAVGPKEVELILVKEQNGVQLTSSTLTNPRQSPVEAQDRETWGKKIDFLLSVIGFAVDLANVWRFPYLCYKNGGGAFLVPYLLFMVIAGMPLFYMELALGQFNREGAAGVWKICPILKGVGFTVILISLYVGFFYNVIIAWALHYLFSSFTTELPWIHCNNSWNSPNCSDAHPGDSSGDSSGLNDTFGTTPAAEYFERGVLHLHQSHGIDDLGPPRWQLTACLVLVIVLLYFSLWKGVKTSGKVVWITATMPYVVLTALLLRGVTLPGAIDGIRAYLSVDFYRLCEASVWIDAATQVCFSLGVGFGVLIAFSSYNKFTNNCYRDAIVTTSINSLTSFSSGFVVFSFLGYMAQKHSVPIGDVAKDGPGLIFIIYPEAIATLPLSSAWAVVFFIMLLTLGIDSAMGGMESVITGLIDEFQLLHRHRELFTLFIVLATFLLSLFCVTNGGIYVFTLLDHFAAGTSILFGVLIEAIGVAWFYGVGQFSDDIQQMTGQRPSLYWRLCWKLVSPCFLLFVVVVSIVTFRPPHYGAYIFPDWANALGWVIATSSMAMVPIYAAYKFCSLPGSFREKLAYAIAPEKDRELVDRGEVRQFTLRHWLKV
HUVEC tox IL1B: toxic to HUVEC cells under IL-1B stimulation. HUVEC cell count loss, Hoechst imaging, IL-1B stimulated. cell count reduction, % at 2 µM. 0.41% of 94,000 active;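 active means cell count reduction more than 3 SD above the screen-wide mean, cut at about 70% in these data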;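 further: normalized per plate to untreated control cells as the no-loss baseline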
Smad3 FoxH1 inh: inhibitors of human Smad3 transcription factor binding; P84022; TR-FRET Smad3/Dy647-FoxH1 peptide binding, europium anti-His; inhibition, % at 25 µM; 0.29% of 88,000 active; AID 630;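 active means compounds that reduce the energy-transfer binding signal between the protein and its labelled peptide by more than half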;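 further: 0% = Smad3 plus labelled peptide maximal FRET and 100% = peptide-only background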
* hit, by the source's call; / = no result given; [ ] = another dose, or the depositor's remark. Some of the compounds tested; the hit share may differ from the screen's.

SMILES	Candida biofilm	VCAM1 TNFa inh	PTPN22 inh 2	MT1-MMP txn act	TNFa cytotox	F-actin modifier	hDAT+cocaine	HUVEC tox IL1B	Smad3 FoxH1 inh
CC(C)(C)NC(=O)C1CCCN(S(=O)(=O)c2cccc3cccnc23)C1 (stereo unspecified)	1.9	/	/	1.1	/	/	-0.152	/	7.9
COc1ccc(Cn2c(C)c(C)c(C#N)c2NC(=O)Nc2cccc(C)c2)cc1	7.0	-3.7	9.1	1.1	-13.5	17.0	-0.163	/	4.4
Cn1c(CN2CCCC2)nc2cc(NC(=O)COc3ccc(Cl)cc3)ccc21	5.7	7.7	22.1	1	-5.8	7.1	1.9	-15.7	-9.0
Cc1ccccc1NC1c2ccccc2C(=O)N1Cc1ccco1 (stereo unspecified)	2.7	22.9	-5.7	/	-27.1	-8.9	1.21	-4.4	0.2
CCN(CCCNC(=O)C1CCC(=O)N1C1CCCC1)c1cccc(C)c1 (stereo unspecified)	10.8	-17.7	7.8	1.2	8.5	-7.5	-0.439	14.6	4.3
Oc1ccc(N=Nc2c(O)ccc3ccccc23)cc1	/	16.5	8.9	/	-14.6	22.2	-0.613	-29.7	/
COCCNC(=O)CS(=O)(=O)Cc1nc(-c2ccc(C)cc2)oc1C	18.3	/	/	1	/	/	-0.0672	/	1.7
CSCCC(Nc1ncnc2ccc(Br)cc12)C(=O)O (stereo unspecified)	-3.5	5.8	-7.4	1	1.1	6.4	-0.323	-4.3	0.5
Cc1ccc(C2CC2c2n[nH]c(=S)n2-c2ccc(Cl)cc2)cc1 (stereo unspecified)	/	27.1	5.3	/	-0.4	-1.0	0.875	-1.1	/
COc1ccc(-c2nnc(SC(=O)N3c4ccccc4Sc4ccccc43)o2)cc1	9.5	/	/	0.9	/	/	0.13	/	13.8[fluorescence artefact?]
CC(=C1C(=O)c2ccccc2C1=O)N1CCN(C/C=C/c2ccccc2)CC1	6.9	8.3	4.8	1	-15.4	5.9	1.17	-1.4	-8.7
O=S(NCc1ccco1)C12CC3CC(CC(C3)C1)C2 (stereo unspecified)	5.2	-12.2	-9.6	1.3	-32.1	15.0	-1.81	-56.4	8.8
Cc1ccc2nc(NC3=NCN(Cc4ccc5c(c4)OCO5)CN3)nc(C)c2c1	7.5	0.6	-18.8	0.8	-29.9	12.6	/	-41.0	6.8
Cn1c(CN2CCCCC2)nc2cc(NS(=O)(=O)c3ccc(Cl)cc3)ccc21	7.2	3.2	-4.1	1	-15.7	18.0	0.00692	-9.7	-18.7
O=C(COc1ccccc1)N(Cc1cc2ccccc2[nH]c1=O)CC1CCCO1 (stereo unspecified)	0.3	/	/	1.1	/	/	0.3	/	-2.5
COc1ccc(C(=O)N2CCC(O)(c3ccc(F)cc3)CC2)cc1OC	8.2	11.4	-5.3	/	-3.3	4.2	-0.184	11.6	-8.3
Oc1ccccc1C1=NOC(O)(C(F)F)C1 (stereo unspecified)	0.7	27.4	-23.0	1	10.5	-25.3	-0.124	-9.9	12.5
Cc1ccc(C)c(NC(=O)c2sc(Cl)nc2-c2ccccc2)c1	/	-24.2	-12.0	/	-7.0	4.3	-1.81	-9.2	/
CCOc1ccc(Nc2nc(CC(=O)OC)cc(=O)[nH]2)cc1	6.9	4.5	-7.3	0.6	-19.7	-1.6	0.0809	9.0	6.6[fluorescence artefact?]
CC(C)NCCCOc1ccc(Cl)cc1Br	/	-10.0	-0.3	/	-18.1	2.1	0.0127	5.2	/
COCCNC(=O)Nc1ccc2c(c1)N(C)C(=O)CS2	3.3	-7.1	-3.0	/	/	-17.6	0.912	2.0	7.3
COc1cccc(-c2cc(C(F)(F)F)nc(NCc3ccco3)n2)c1	8.6	10.6	0.1	1.2	-3.5	-9.0	-0.704	-3.7	10.3
CCC(=O)N1CCCc2cc(S(=O)(=O)N3CCCc4ccccc43)ccc21	3.3	20.1	1.5	1.3	-7.7	-5.7	0.203	-30.4	7.1
Cc1nnc(SCC(=O)Nc2nsc(-c3ccc(Cl)cc3)n2)s1	-1.7	9.7	5.1	1	-6.9	5.3	-1.48	19.7	-47.4
Cc1ccnc(Sc2nc3c(c(=O)[nH]c(=O)n3C)n2CCCc2ccccc2)n1	4.6	15.9	-9.5	1.1	-31.2	-3.0	1.32	-34.6	2.0
CC(C)(C)NS(=O)(=O)c1ccc2nc(NC(=O)Cc3cccs3)sc2c1	3.5	/	-7.4	0.9	/	/	-1.65	-46.4	-10.7
CCCCNC(=O)CSc1nc2cc(OC)c(OC)cc2c(=O)n1Cc1ccc(OC)cc1	/	10.6	2.6	/	-18.8	12.2	0.922	-21.2	/
O=C(CNS(=O)(=O)c1ccc(Br)s1)N1CCCC1	9.5	-8.6	-0.8	1.1	-4.5	14.6	0.681	-15.2	1.9
COc1cccc(Nc2nc(-c3cccc(N4C(=O)c5ccccc5C4=O)c3)cs2)c1	/	-6.1	-4.0	/	-13.0	14.0	1.1	7.2	/
O=C(/C=C/Sc1ncn[nH]1)c1ccc(Cl)cc1	/	4.7	-5.9	/	15.7	6.6	-1.63	7.7	/
CCN=C1SC(C(N)=O)CC(=O)N1CC (stereo unspecified)	10.0	18.6	10.1	1.2	-22.9	20.5	-0.336	-31.2	-9.8
Cc1ccc(C(=O)CSc2nnc(-c3cccs3)n2C)o1	8.6	2.8	7.4	1.1	-19.5	14.4	0.0696	5.4	-0.3
Cc1nc2ccccc2cc1C(=O)NCc1ccco1	6.0	14.0	-1.3	1.1	-19.8	9.5	-0.696	-12.9	-6.8
O=C1CC(SC(=NCc2ccc3c(c2)OCO3)Nc2ccccc2)C(=O)N1 (stereo unspecified)	7.8	11.2	0.0	1.2	-21.8	-13.7	0.478	4.8	4.2
Cn1c(N)c(C(=O)CCl)c(=O)n(C)c1=O	3.8	5.4	1.9	1	-7.4	-8.3	-0.491	-2.3	-5.3
CC(C(=O)Nc1sc2c(c1C(=O)NCc1ccco1)CCCC2)N1C(=O)c2ccccc2C1=O (stereo unspecified)	2.1	17.0	-2.4	1.2	-20.9	6.3	0.0965	-2.2	16.4
N#C/C(=C\c1cn(-c2ccccc2)nc1-c1cccnc1)c1nnc2n1CCCCC2	-0.9	-0.9	-3.5	0.9	-48.9	/	1.14	-3.3	-3.0
CC(C)Oc1ccc(C(=O)Nc2ccc(NC(=O)c3ccco3)c(Cl)c2)cc1	0.8	0.5	-2.1	1	5.1	28.9	-1.86	-14.2	3.8
CN1CCN(C(=O)c2cc3c(ccc4ccccc43)oc2=O)CC1	9.8	23.0	-8.4	1	38.4	15.5	-0.321	1.5	5.1
CN(C)c1ccnc2sc(C(N)=O)c(N)c12	7.8	0.3	6.6	1.1	17.7	-5.1	0.555	/	10.2
O=C(O)c1cccc(CN2C(=O)CSC2=O)c1	6.2	-17.6	-11.3	1.1	-24.1	-1.6	0.0388	-9.8	-2.7
N#C/C(=C/c1cccc(C(F)(F)F)c1)c1nc(CCN2C(=O)c3ccccc3C2=O)cs1	/	-3.2	8.7	/	-24.2	17.1	0.79	-9.0	/
CCOC(=O)C1CCCN(C(=O)c2ccc(OCC)cc2)C1 (stereo unspecified)	9.5	/	/	1.1	/	/	1.53	/	-0.2
COc1cc2[nH]c(=S)n(CCCN3CCOCC3)c(=O)c2cc1OC	8.2	8.6	3.5	1.1	-14.9	1.4	-0.267	-17.9	-4.5[fluorescence artefact?]
Cc1ccccc1S(=O)(=O)Cc1ccc(C(=O)O)o1	3.5	-2.4	-0.3	1.2	-26.9	/	-0.641	-9.3	12.8
CCCC(=O)NNC(=O)Nc1ccccc1	/	11.8	1.0	/	-14.1	8.7	-0.0295	-26.0	/
CC(C)(C)c1ccc(C(=O)CSc2ncn[nH]2)cc1	9.2	21.1	-6.0	1	-6.7	10.4	-0.047	-16.1	6.1
O=C(NCc1ccco1)c1cnn2c(C(F)F)cc(-c3ccccc3)nc12	8.3	7.7	-8.9	1	-21.7	-9.4	-0.403	-17.1	4.0
CCOc1ccc(C2CC(=O)NC(SC)=C2C#N)cc1 (stereo unspecified)	-2.1	1.5	-5.4	1.1	-34.2	2.0	-0.0089	0.8	3.6

For reference, 10 of the compounds above.
SMILES	Candida biofilm	VCAM1 TNFa inh	PTPN22 inh 2	MT1-MMP txn act	TNFa cytotox	F-actin modifier	hDAT+cocaine	HUVEC tox IL1B	Smad3 FoxH1 inh
CN1CCN(C(=O)c2cc3c(ccc4ccccc43)oc2=O)CC1	9.8	23.0	-8.4	1	38.4	15.5	-0.321	1.5	5.1
CN(C)c1ccnc2sc(C(N)=O)c(N)c12	7.8	0.3	6.6	1.1	17.7	-5.1	0.555	/	10.2
O=C(O)c1cccc(CN2C(=O)CSC2=O)c1	6.2	-17.6	-11.3	1.1	-24.1	-1.6	0.0388	-9.8	-2.7
N#C/C(=C/c1cccc(C(F)(F)F)c1)c1nc(CCN2C(=O)c3ccccc3C2=O)cs1	/	-3.2	8.7	/	-24.2	17.1	0.79	-9.0	/
CCOC(=O)C1CCCN(C(=O)c2ccc(OCC)cc2)C1 (stereo unspecified)	9.5	/	/	1.1	/	/	1.53	/	-0.2
COc1cc2[nH]c(=S)n(CCCN3CCOCC3)c(=O)c2cc1OC	8.2	8.6	3.5	1.1	-14.9	1.4	-0.267	-17.9	-4.5[fluorescence artefact?]
Cc1ccccc1S(=O)(=O)Cc1ccc(C(=O)O)o1	3.5	-2.4	-0.3	1.2	-26.9	/	-0.641	-9.3	12.8
CCCC(=O)NNC(=O)Nc1ccccc1	/	11.8	1.0	/	-14.1	8.7	-0.0295	-26.0	/
CC(C)(C)c1ccc(C(=O)CSc2ncn[nH]2)cc1	9.2	21.1	-6.0	1	-6.7	10.4	-0.047	-16.1	6.1
O=C(NCc1ccco1)c1cnn2c(C(F)F)cc(-c3ccccc3)nc12	8.3	7.7	-8.9	1	-21.7	-9.4	-0.403	-17.1	4.0
